CRFR2-BP ag – agonists of CRF-BP/CRF-R2 complex, primary screen, cell-based, HEK293, calcium dye fluorescence, uHTS. AID 588473, 2011. CRF-binding protein / CRF receptor 2 complex (human). calcium dye fluorescence (FLIPR); percent of saturating CRF peptide response. activation, % at 13.2 µM. 350,000 tested, 0.46% active;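 active means activation of at least 50%, plus an integration ratio under a set limit after plate pattern correction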;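 further: plate controls were neutral control wells without compound for no effect and CRF at EC100 for full effect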
p-CIP stab down – p/CIP-EGFP fusion destabilizers, primary screen, fluorescence, F442A cells; Q05BA5; 16 h; decrease of EGFP signal, % at 10 µM; 290,000 tested, 0.01% active; AID 1984, 2009;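 active means EGFP signal decrease of at least 30% at 10 µM or well 3 SD below plate mean, unless failing retest; inactive means the rest, including hits failing retest or dose response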; further: some compounds called inactive have numbers as strong as hits; many of its hits are not listed in these tables
PHOSPHO1 inh – PubChem AID 1565 | Phosphoethanolamine/phosphocholine phosphatase (Homo sapiens), Q8TCT1 | recombinant PHOSPHO1, absorbance phosphatase assay | 290,000 tested, 1.1% active | inhibition, % at 13.3 µM; in the data active means inhibition above about 60%
Target sequence (Q8TCT1 whole entry, looked up): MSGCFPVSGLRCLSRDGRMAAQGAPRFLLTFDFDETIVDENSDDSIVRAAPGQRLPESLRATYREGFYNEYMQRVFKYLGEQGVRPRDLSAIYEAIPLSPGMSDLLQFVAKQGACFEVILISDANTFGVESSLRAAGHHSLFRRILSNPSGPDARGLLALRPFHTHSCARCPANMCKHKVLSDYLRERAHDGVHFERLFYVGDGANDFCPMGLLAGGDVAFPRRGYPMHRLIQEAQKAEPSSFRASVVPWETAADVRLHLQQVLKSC
GalR3 antagonist – GalR3 antagonists in HEK293 cells, primary screen, cell-based, fluorescence readout | 360,000 tested, 0.44% active | inhibition, % at 3 µM | Galanin receptor type 3 (Homo sapiens), O60755 | HEK293 GalR3-CNG cAMP membrane potential fluorescence; galR3 body fused to GalR1 C-terminus;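 active means inhibition above the screen-wide average plus 3 SD, cut at about 13% in these data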;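 further: forskolin and galanin both at EC90 stimulate the cells; cAMP rise reported by CNG channel membrane potential dye signal; 0% = forskolin plus galanin with DMSO and 100% = forskolin alone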
Target sequence (O60755 1-299 limits assumed): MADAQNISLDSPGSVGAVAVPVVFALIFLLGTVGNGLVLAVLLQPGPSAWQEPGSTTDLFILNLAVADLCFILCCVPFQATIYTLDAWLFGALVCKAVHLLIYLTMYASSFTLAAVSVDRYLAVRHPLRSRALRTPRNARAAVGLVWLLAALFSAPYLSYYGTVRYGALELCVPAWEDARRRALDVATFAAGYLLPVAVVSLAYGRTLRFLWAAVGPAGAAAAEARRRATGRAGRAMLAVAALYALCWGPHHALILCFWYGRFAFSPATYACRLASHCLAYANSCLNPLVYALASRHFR
MEKK3 PB1 HTS – modulators of MEKK3-MEK5 PB1 binding, primary screen, biochemical, wildtype MEKK3, multiplex bead flow cytometry, Alexa488-MEK5; bead-based flow cytometry, Alexa488-MEK5 binding to MEKK3; actives lie on both sides; 0 = blocked by unlabeled MEK5, 100 = vehicle; AID 1529, 2009; 290,000 tested, 1.4% active; binding response (% of control), % at 10 µM;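 active means binding response more than 3 SD above or below the average of its plate-row segment, actives on both sides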;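 further: Alexa488 bead fluorescence after subtracting the streptavidin-only scavenger bead signal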
CRFBP-R2 block – antagonists of CRF-BP/CRF-R2 complex, primary screen, cell-based, HEK293, calcium dye fluorescence, uHTS | CRF-induced calcium fluorescence | inhibition, % at 11.8 µM | 350,000 tested, 0.59% active;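 active means inhibition of the ligand-induced calcium signal above about 50% at the single tested concentration, limit read from the data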
M4 PAM – human M4 muscarinic receptor positive allosteric modulators, primary screen, CHO-K1 cells, Fluo-8 calcium fluorescence | activation, % at 3 µM | 360,000 tested, 0.4% active | CHO-K1 hM4/Gqi5, ACh EC20; 0% = ACh EC20, 100% = maximal ACh | Muscarinic acetylcholine receptor M4 (Homo sapiens), P08173;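 active means activation above its plate's cutoff, the mean activation of sample wells plus 3 SD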; further: some results filed as inactive read as strong as hits
Target sequence (P08173 whole entry, looked up): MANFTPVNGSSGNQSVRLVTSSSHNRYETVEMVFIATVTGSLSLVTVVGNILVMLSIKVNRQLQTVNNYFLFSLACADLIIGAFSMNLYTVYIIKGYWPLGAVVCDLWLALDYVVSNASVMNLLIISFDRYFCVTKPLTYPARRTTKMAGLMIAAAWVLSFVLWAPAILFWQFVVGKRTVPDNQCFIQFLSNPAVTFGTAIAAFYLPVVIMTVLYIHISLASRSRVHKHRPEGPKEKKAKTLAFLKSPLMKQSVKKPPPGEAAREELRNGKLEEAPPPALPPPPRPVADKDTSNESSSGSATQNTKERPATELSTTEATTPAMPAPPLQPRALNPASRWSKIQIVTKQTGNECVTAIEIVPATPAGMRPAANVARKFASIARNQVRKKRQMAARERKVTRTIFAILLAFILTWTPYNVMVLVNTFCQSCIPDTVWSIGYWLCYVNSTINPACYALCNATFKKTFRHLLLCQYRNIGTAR
IDE cell inh – human IDE inhibitors in live cells, primary screen, fluorescence polarization, HEK cells, FAbetaB substrate; Insulin-degrading enzyme (Homo sapiens), P14735; FAbetaB cleavage; inhibition, % at 5.59 µM; 320,000 tested, 0.41% active; AID 434962, 2010;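 active means percent inhibition above the average of all tested compounds plus 3 SD, set per screening campaign, cut at about 16% in these data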;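 further: IDE supplied by intact live HEK cells; FP after avidin binding of uncleaved biotin substrate so inhibition keeps polarization high; 0% = DMSO wells and 100% = 60 µM reference IDE inhibitor Ii1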
IDE cell activ – human IDE activators in live cells, primary screen, fluorescence polarization, HEK cells, FAbeta-B substrate; FAbeta-B cleavage; 0% vehicle, 100% cell-free pure enzyme wells; 340,000 tested, 0.073% active; Insulin-degrading enzyme (Homo sapiens), P14735; activation, % at 5.96 µM;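 active means activation above the mean of all tested compounds plus 3 SD, set per screening campaign, cut at about 17% in these data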
An asterisk follows results filed as active; . = no result given.

SMILES | CRFR2-BP ag | p-CIP stab down | PHOSPHO1 inh | GalR3 antagonist | MEKK3 PB1 HTS | CRFBP-R2 block | M4 PAM | IDE cell inh | IDE cell activ
NC(=O)CCn1nc(-c2ccccc2)c2ccccc2c1=O | 0.5 | -6 | 9 | -2 | 107 | 7 | -3 | -1 | 5
Oc1ccc(C[C@@H]2CNCCN2CCc2cccc3ccccc23)cc1 | 4.0 | . | . | -3 | . | -6 | 14 | -1 | 4
Cc1nn(CC(=O)OCC(=O)Nc2cccc(S(N)(=O)=O)c2)c(C)c1[N+](=O)[O-] | 0.1 | . | . | -5 | . | -1 | 7 | -4 | 1
CC(C)(C)NC(=O)C1c2ccccc2Oc2ccccc21 | -1.4 | 0 | 14 | -9 | 101 | 12 | 0 | 5 | 2
COC(=O)Nc1ccc(S(=O)(=O)Nc2cnc3ccccc3n2)cc1 | -0.5 | 1 | -1 | -6 | 104 | 9 | -6 | -6 | 3
Cc1cc(OC(C)C(=O)NCc2ccccn2)c2c(C)cc(=O)oc2c1 (centres undefined) | -0.9 | -17 | 22 | -7 | 101 | 1 | 4 | 5 | -2
C/C(=N\OC(=O)c1ccc(F)cc1)c1sc(-c2ccccc2)nc1C | 2.0 | -11 | 11 | -1 | 104 | -20 | 9 | 3 | 1
Cc1nc2scc(-c3ccco3)c2c(=O)n1/N=C/N(C)C | 0.4 | -7 | 1 | 1 | 98 | -21 | 6 | 2 | 1
Clc1ccccc1OCc1nn2c(-c3ccncc3)nnc2s1 | -1.0 | -12 | 6 | 1 | 105 | 3 | 6 | 1 | -5
Cc1ccc(NC(=O)N(CCCN2CCOCC2)Cc2cc3cc4c(cc3[nH]c2=O)OCO4)cc1 | 0.1 | -12 | 10 | -3 | . | -8 | 3 | 9 | -1
CCc1cc(C(=O)c2ccc(OC)cc2)c(NC(=O)COCC(=O)O)s1 | -2.6 | -5 | 11 | -2 | 102 | 10 | 5 | -1 | 0
N#Cc1ccc(OCC(=O)OCC(=O)c2ccc[nH]2)cc1 | -1.4 | . | . | -4 | . | 15 | -1 | . | 5
Cc1ccc(N(C(=O)C2CCC(=O)N2)C2(C(=O)NC3CCCC3)CCCCC2)cc1 (centres undefined) | 1.5 | -6 | 4 | -4 | 102 | -2 | 0 | 2 | 2
CCOC(=O)N1CCN(c2c(NCCCN(CC)Cc3ccccc3)c(=O)c2=O)CC1 | 9.3 | -6 | 15 | -6 | 90 | -48 | 11 | 0 | 6
COc1cc2c(cc1NC(=O)C(C)OC(=O)C1CC(=O)N(Cc3ccco3)C1)oc1ccccc12 (centres undefined) | -0.5 | 6 | 9 | 0 | 99 | 25 | 1 | -1 | 7
O=c1c(Cc2c(F)cccc2Cl)c(O)ccn1CC1CCCO1 (centres undefined) | 0.4 | 17 | 42 | 3 | 104 | -10 | 7 | 0 | 3
CN(CC(=O)Nc1ccccc1Sc1ccccc1)C1CCCCC1 | 4.2 | 10 | 4 | 4 | 105 | -29 | -10 | 5 | 4
CC(=O)N(c1ccc2oc(=O)sc2c1)S(=O)(=O)c1ccccc1 | -0.7 | -15 | 53 | 1 | 93 | 0 | 5 | 23* | -14
COc1ccc(CC(=O)NNC(=O)c2ccco2)cc1OC | -1.4 | 3 | 44 | -10 | 100 | -1 | 0 | -2 | 3
COc1ccc(N2CCN(C3CCCN(Cc4cccc(C(C)=O)c4)C3)CC2)cc1 (centres undefined) | -0.4 | -5 | . | -10 | 107 | 0 | 1 | 4 | 3

Exported with values under each structure: part of the list above.
Second line of a record: CRFR2-BP ag, p-CIP stab down, PHOSPHO1 inh, GalR3 antagonist, MEKK3 PB1 HTS, CRFBP-R2 block, M4 PAM, IDE cell inh, IDE cell activ
CCc1cc(C(=O)c2ccc(OC)cc2)c(NC(=O)COCC(=O)O)s1
→ -2.6, -5, 11, -2, 102, 10, 5, -1, 0
N#Cc1ccc(OCC(=O)OCC(=O)c2ccc[nH]2)cc1
→ -1.4, ., ., -4, ., 15, -1, ., 5
Cc1ccc(N(C(=O)C2CCC(=O)N2)C2(C(=O)NC3CCCC3)CCCCC2)cc1 (centres undefined)
→ 1.5, -6, 4, -4, 102, -2, 0, 2, 2
CCOC(=O)N1CCN(c2c(NCCCN(CC)Cc3ccccc3)c(=O)c2=O)CC1
→ 9.3, -6, 15, -6, 90, -48, 11, 0, 6
COc1cc2c(cc1NC(=O)C(C)OC(=O)C1CC(=O)N(Cc3ccco3)C1)oc1ccccc12 (centres undefined)
→ -0.5, 6, 9, 0, 99, 25, 1, -1, 7
O=c1c(Cc2c(F)cccc2Cl)c(O)ccn1CC1CCCO1 (centres undefined)
→ 0.4, 17, 42, 3, 104, -10, 7, 0, 3
CN(CC(=O)Nc1ccccc1Sc1ccccc1)C1CCCCC1
→ 4.2, 10, 4, 4, 105, -29, -10, 5, 4
CC(=O)N(c1ccc2oc(=O)sc2c1)S(=O)(=O)c1ccccc1
→ -0.7, -15, 53, 1, 93, 0, 5, 23*, -14
COc1ccc(CC(=O)NNC(=O)c2ccco2)cc1OC
→ -1.4, 3, 44, -10, 100, -1, 0, -2, 3
COc1ccc(N2CCN(C3CCCN(Cc4cccc(C(C)=O)c4)C3)CC2)cc1 (centres undefined)
→ -0.4, -5, ., -10, 107, 0, 1, 4, 3

(next part)
SMILES | CRFR2-BP ag | p-CIP stab down | PHOSPHO1 inh | GalR3 antagonist | MEKK3 PB1 HTS | CRFBP-R2 block | M4 PAM | IDE cell inh | IDE cell activ
O=C1COc2ccc(C(=O)COC(=O)CCSc3ccccc3)cc2N1 | 0.3 | 8 | -25 | 1 | 75 | 6 | 1 | -4 | 1
CSCCC(NS(=O)(=O)c1ccc(Cl)cc1)C(=O)OCC(=O)NC12CC3CC(CC(C3)C1)C2 (centres undefined) | 3.5 | -7 | 12 | -5 | 106 | -10 | -6 | 3 | 4
Cc1cccc(C(=O)C2CCN(S(=O)(=O)c3cccc(C(=O)O)c3)CC2)c1 | -0.8 | -7 | 10 | -10 | 99 | 0 | -1 | . | -3
CCOP(=O)(OCC)c1nc(-c2ccc(OC)cc2)oc1N1CCOCC1 | 0.8 | -18 | 34 | -2 | 102 | 47 | 12 | -5 | 0
CC1(C)OC(=O)C(=NNc2ccccc2)C(=O)O1 | 1.8 | 5 | 7 | 4 | 84 | -6 | -1 | -2 | 6
CCN(C(=S)NC(=O)c1ccco1)c1cccc2ccccc12 | -2.1 | . | . | -3 | . | -16 | 4 | -2 | -3
COc1cc(OC)c(S(=O)(=O)NCc2cccnc2)cc1NC(C)=O | -0.2 | -7 | 10 | -4 | 101 | 26 | -3 | -3 | 2
C[C@@H](C(=O)Nc1ccc2ccccc2c1)[C@H]1C[C@]1(C)[C@H](NS(=O)(=O)c1ccc(-c2ccccc2)cc1)c1ccccc1 | 14 | -2 | -14 | -6 | 96 | -9 | . | 2 | .
CN(Cc1ccccc1)C(=O)CN1C(=O)C2C3C=CC(C3)C2C1=O (centres undefined) | -0.4 | 7 | 7 | -6 | 91 | 0 | 3 | 5 | 7
C1CN(CC23CC4CC(CC(C4)C2)C3)CCO1 | 3.7 | 8 | -9 | -2 | 101 | -1 | -1 | 6 | 9
CC(C)[C@H](NC(=O)c1cccc(S(=O)(=O)N2CCCC2)c1)c1nc2ccccc2[nH]1 | 1.3 | -2 | 11 | -6 | 82 | 25 | 2 | 0 | 4
O=C(COC(=O)c1ccc(F)cc1)NCCc1ccc(F)cc1 | -0.3 | 16 | 32 | -2 | 75 | 10 | 6 | 4 | 0
N#Cc1nc(-c2cccs2)oc1NCc1ccccc1 | -1.4 | -8 | 15 | 5 | 108 | 17 | -2 | 5 | -2
CCC(C(=O)NC(C)(C)C)N(Cc1ccc(F)cc1)C(=O)c1snc(C(N)=O)c1N (centres undefined) | 0.7 | 2 | 8 | -9 | 101 | -7 | 0 | 2 | 5
CC(=O)c1c(C)[nH]c(C(=O)OCn2nnc3ccccc3c2=O)c1C | 0.7 | -3 | 8 | -3 | 108 | 1 | 13 | 5 | 1
Cc1cc2cc(CNC(=O)COc3ccccc3)ccc2n1C | 1.8 | -5 | 42 | -2 | 100 | 15 | -19 | 7 | 5
CC(C)=CCC/C(C)=C/CNC(=O)C[C@H]1C[C@H](C(=O)N2CCCCC2)[C@@]2(CCc3ccccc3)c3[nH]c4cc(-c5ccco5)ccc4c3CCN2C1=O | 2.3 | . | . | . | . | 6 | 4 | . | 3
Cc1cc(-c2onc(C)c2C(N)=O)no1 | -0.6 | -12 | 41 | -3 | 92 | -1 | -29 | 6 | 6
O=C(N/N=C/c1ccc(C(F)(F)F)cc1)c1ccncc1 | -3.7 | 8 | 29 | -4 | 108 | 32 | 1 | 1 | 1
O=C(O)[C@]1(S(=O)(=O)c2ccccc2)C[C@@H]2ON=C(c3cccc(Br)c3)[C@@H]2C1 | -0.1 | 2 | 4 | -3 | 99 | 1 | 12 | 2 | -18
COC(=O)c1c(NC(=O)CC2SC(N)=NC2=O)sc2c1CCC(C(C)(C)C)C2 (centres undefined) | 6.1 | -18 | 0 | 3 | 104 | -73 | 7 | 6 | 6
CCOc1ccc(NC(=O)COc2ccc(C(=O)NC3CCCc4ccccc43)cc2OC)cc1 (centres undefined) | 1.5 | 0 | -9 | 2 | 117 | -14 | 15 | 4 | 4
COc1ccccc1CN1CC(C(=O)NCCN2CCOC2=O)CCC1=O (centres undefined) | -0.5 | -18 | 36 | -1 | 102 | 9 | 2 | . | 8
CC(C)(C)OC(=O)C[C@H]1C/C=C\C[C@@H](CC(=O)NCCO)C(=O)N[C@H](C(C)(C)C)COC1=O | 0.7 | . | . | -5 | . | 5 | -3 | 0 | 3
Cc1cc(OC(=O)Cc2cccc3ccccc23)c([N+](=O)[O-])c(=O)[nH]1 | -1.6 | 0 | -5 | 0 | 105 | 1 | 4 | 0 | 2
CCN(C[C@H]1N[C@@](CC)(C(=O)OC)[C@H]2C(=O)N(C)C(=O)[C@@H]12)C(C)=O | 0.1 | . | . | -7 | . | 15 | 1 | 4 | -2
O=C(NCc1cccnc1)C1CCCN(S(=O)(=O)c2ccc(Cl)cc2)C1 (centres undefined) | -1.0 | -6 | 21 | 4 | 92 | 9 | 0 | 7 | 4
O=C(Cc1ccc(Cl)c(Cl)c1)Nc1ccc(SC(F)F)cc1 | 2.0 | -5 | -10 | -4 | 107 | 6 | -11 | 3 | -1
CC(C)(C)NC(=O)C[n+]1ccc(C(N)=O)cc1 | 6.4 | 4 | 1 | 1 | 102 | -18 | 10 | 3 | -2
CSC(=NNC(=O)c1ccc(O)cc1)SC | 0.3 | -4 | 23 | -3 | 103 | 3 | 6 | 3 | 3
CS/C(=N\S(=O)(=O)c1cccs1)Nc1ccc(F)c(Cl)c1 | 2.3 | -9 | -30 | -3 | 99 | 0 | -3 | 1 | 4
COc1ccc(OC)c(NC(=O)COC(=O)COc2c(Cl)cc(Cl)c3ccc(C)nc23)c1 | 0.8 | . | . | -3 | . | 14 | -4 | 0 | 8

Screening results as filed in PubChem BioAssay.
